Assay outcomes from PubChem.
LAP4-GFP MLPCN: modulators of TOR pathway LAP4-GFP in S. cerevisiae; 0.34% of 320,000 active; S. cerevisiae LAP4-GFP multiplex, flow cytometry GFP, 3 h; median GFP as percent of DMSO wells; GFP response vs DMSO, % at 10 µM;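 active = GFP response vs DMSO above a set limit, about the screen mean plus 3 SD, cut at about 150% in these data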
JMJD2C inh: human JMJD2C demethylase inhibition. Q9H3R0. GST-JMJD2C(1-420) H3K9me3 demethylation, DELFIA europium. inhibition, % at 2.35 µM. 0.069% of 330,000 active;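 active = more than half of a compound's replicate wells show inhibition beyond 50%, single wells judged on their own value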;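 note: signal counts dimethyl H3K9 product captured on neutravidin plate; 0% = median of DMSO wells and 100% = 0.3 times that DMSO median; strong numbers were not always called active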
GRK2 aptamer HTS: blocks RNA aptamer binding to human GRK2. inhibition of aptamer binding, % at 10 µM. bead flow cytometry, FAM-aptamer displacement from GRK2. 0.59% of 330,000 active. P25098. AID 488847;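 active = inhibition of aptamer binding above 40%, roughly 3 SD of noise, on plates passing a quality check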;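 note: median bead fluorescence of bound FAM aptamer so fluorescent compounds give negative values; no value below 0 was filed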
VLA-4 inh: inhibition in a human VLA-4 binding assay; VLA-4 expressing cells, ligand binding flow cytometry; 0.2% of 330,000 active; inhibition, % (about 7 µM as worked out from the volumes in the protocol); P13612; AID 2557; in the data active = inhibition above about 50%
Target sequence (P13612 whole entry, looked up): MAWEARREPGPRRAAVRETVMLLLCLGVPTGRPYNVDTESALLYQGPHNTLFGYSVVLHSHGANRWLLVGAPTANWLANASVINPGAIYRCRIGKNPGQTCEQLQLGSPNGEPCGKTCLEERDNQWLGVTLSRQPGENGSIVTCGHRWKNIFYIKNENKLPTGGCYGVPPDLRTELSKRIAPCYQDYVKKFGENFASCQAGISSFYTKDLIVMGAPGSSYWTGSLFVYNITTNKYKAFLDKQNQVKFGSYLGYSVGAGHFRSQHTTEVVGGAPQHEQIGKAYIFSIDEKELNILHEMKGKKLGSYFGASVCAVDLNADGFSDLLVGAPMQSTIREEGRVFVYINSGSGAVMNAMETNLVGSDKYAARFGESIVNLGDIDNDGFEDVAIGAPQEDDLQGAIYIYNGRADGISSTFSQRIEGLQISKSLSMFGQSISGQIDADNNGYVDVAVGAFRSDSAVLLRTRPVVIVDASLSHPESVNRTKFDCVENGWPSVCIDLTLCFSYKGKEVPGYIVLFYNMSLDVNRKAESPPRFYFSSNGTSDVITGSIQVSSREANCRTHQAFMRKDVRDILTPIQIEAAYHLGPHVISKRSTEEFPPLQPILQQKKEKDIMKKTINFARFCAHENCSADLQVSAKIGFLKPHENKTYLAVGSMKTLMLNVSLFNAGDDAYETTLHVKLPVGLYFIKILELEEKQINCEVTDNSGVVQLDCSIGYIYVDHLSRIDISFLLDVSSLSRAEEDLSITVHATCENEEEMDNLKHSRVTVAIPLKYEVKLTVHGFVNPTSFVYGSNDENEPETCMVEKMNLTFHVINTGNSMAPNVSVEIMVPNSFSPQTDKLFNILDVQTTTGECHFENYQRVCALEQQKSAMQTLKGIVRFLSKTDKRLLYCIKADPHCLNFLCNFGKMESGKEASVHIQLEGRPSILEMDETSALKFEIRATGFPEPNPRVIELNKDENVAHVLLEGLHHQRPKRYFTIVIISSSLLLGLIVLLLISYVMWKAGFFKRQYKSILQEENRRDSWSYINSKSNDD
CIT2-GFP yeast: alters CIT2-GFP fluorescence in TOR pathway yeast screen; S. cerevisiae CIT2-GFP strain, flow cytometry, 3 h; 100 means same as DMSO wells; GFP response vs DMSO, % at 10 µM; 0.065% of 320,000 active;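 active = GFP response relative to DMSO above a set limit, near the screen mean plus 3 SD, cut at about 150% in these data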;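 note: ratio of well median GFP fluorescence to mean of DMSO wells on the plate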
AGP1-GFP MLPCN: alters AGP1-GFP fluorescence in TOR pathway yeast screen; GFP response vs DMSO, % at 10 µM; 0.02% of 320,000 active; S. cerevisiae AGP1-GFP multiplex flow cytometry, 3 h; GFP as percent of DMSO wells;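 active = GFP response relative to DMSO above a set limit, near screen average plus 3 SD, cut at about 150% in these data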;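 note: median GFP channel fluorescence of the gated AGP1 strain per well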
MEP2 TOR yeast: alters MEP2-GFP fluorescence in TOR pathway yeast screen. S. cerevisiae MEP2-GFP strain, flow cytometry GFP, 3 h; 100% = DMSO control level. 0.51% of 330,000 active. AID 2016. GFP response vs DMSO, % at 10 µM;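 active = GFP response versus DMSO above a set limit, roughly screen mean plus 3 SD, cut at about 180% in these data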;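 note: median GFP fluorescence of the barcode-gated MEP2-GFP cells per well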
RPL19A TOR yeast: yeast TOR pathway RPL19A-GFP modulation; S. cerevisiae RPL19A-GFP strain, flow cytometry, 3 h; hits give low values; percent response vs DMSO, % at 10 µM; 0.3% of 330,000 active; AID 2025;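 active = percent response vs DMSO below 50%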;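 note: median channel GFP fluorescence of the barcoded RPL19A-GFP strain; ratio of sample median GFP to plate DMSO average so 100% = DMSO; lower means less RPL19A-GFP as with rapamycin TOR inhibition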
Numbers without * were called inactive; . = no result given.

SMILES	LAP4-GFP MLPCN	JMJD2C inh	GRK2 aptamer HTS	VLA-4 inh	CIT2-GFP yeast	AGP1-GFP MLPCN	MEP2 TOR yeast	RPL19A TOR yeast
Cc1ccccc1-n1c(-c2ccoc2C)n[nH]c1=S	93	6	0	16	106	104	103	106
Cc1ccc(OCCNC(=O)CNC(=O)c2ccc3c(c2)OCO3)cc1	99	-6	3	4	91	99	99	96
O=C(Nc1ccc(N2CCOCC2)cc1)C1CCCCN1S(=O)(=O)c1ccccc1 (stereo not drawn)	99	-20	0	-1	111	103	103	102
CCOc1ccc(C(CC(=O)O)NC(=O)CCCOc2ccc(Cl)cc2C)cc1 (stereo not drawn)	99	-13	3	4	.	106	98	102
COC(=O)c1[nH]c2c(c1C)C(=O)CC(c1cccs1)C2 (stereo not drawn)	104	5	0	4	105	99	103	100
Fc1cccc(NC(=S)Nc2cccc3ccccc23)c1	110	-1	2	0	106	111	109	107
CCOc1ccc(C2CC(c3ccc(F)cc3)Nc3nc(N)nn32)cc1 (stereo not drawn)	114	-1	0	-4	93	108	110	104
CCc1ccccc1NC(=O)CNC(=O)c1ccc(-n2cncn2)c([N+](=O)[O-])c1	99	28	0	-1	92	102	87	92
Oc1[nH]c2ccc(Br)cc2c1N=NC(=S)NCC1CCCO1 (stereo not drawn)	104	4	0	2	105	94	106	103
COc1cccc(NC(=O)c2ccc(CN3CCOCC3)cc2)c1	98	0	0	8	118	101	103	101
Cc1cc(C(=O)CSc2nnc(-c3ccccc3)n2-c2ccccc2)c(C)n1-c1ncn[nH]1	98	-1	0	-4	94	101	102	97
COc1ccc(NC(=O)CS(=O)c2ccccc2Cl)cc1 (stereo not drawn)	104	-1	0	5	117	105	111	108
CCCc1nc2sc3c(=O)n(N)cnc3c2c2c1COC(C)(C)C2	90	-3	2	1	106	99	105	105
Cc1ccc(S(=O)(=O)c2cnc3cc(C)nn3c2N)cc1	99	-1	0	-7	91	92	96	93
Cc1ccccc1C(=O)O/N=C(\N)c1ccccc1	105	-5	0	1	100	80	105	106

Rewritten with bars between the fields: 2 of the compounds above
molecule | LAP4-GFP MLPCN | JMJD2C inh | GRK2 aptamer HTS | VLA-4 inh | CIT2-GFP yeast | AGP1-GFP MLPCN | MEP2 TOR yeast | RPL19A TOR yeast
Cc1cc(C(=O)CSc2nnc(-c3ccccc3)n2-c2ccccc2)c(C)n1-c1ncn[nH]1 | 98 | -1 | 0 | -4 | 94 | 101 | 102 | 97
COc1ccc(NC(=O)CS(=O)c2ccccc2Cl)cc1 (stereo not drawn) | 104 | -1 | 0 | 5 | 117 | 105 | 111 | 108

Next section.
SMILES	LAP4-GFP MLPCN	JMJD2C inh	GRK2 aptamer HTS	VLA-4 inh	CIT2-GFP yeast	AGP1-GFP MLPCN	MEP2 TOR yeast	RPL19A TOR yeast
CCOc1ccccc1NC(=O)Nc1cc(S(=O)(=O)N(C)C)ccc1C	96	10	1	10	93	97	94	94
Nc1cc(N)nc(SCC(=O)N2CCN(S(=O)(=O)c3ccccc3)CC2)n1	106	7	3	0	111	105	103	102
Cc1cc(C(F)(F)F)n2ncc(-c3ccccc3)c2n1	110	11	1	2	97	106	108	99
COc1ccc(NC2=NC(=S)N(c3ccc(C)cc3)C23CCCCC3)cc1	100	15	0	-2	108	105	98	102
O=C(Nc1ccccc1)c1nc[nH]c1C(=O)NCCNC(=O)c1[nH]cnc1C(=O)Nc1ccccc1	83	11	1	-30	78	78	91	104
COc1ccc(-c2nnc(SCC(=O)N3CCOCC3)o2)cc1	89	-4	0	8	92	86	93	92
CN(C)N1C(N)=C(C#N)C(c2ccccc2)C2=C1CCCC2=O (stereo not drawn)	97	-8	1	-3	104	100	98	95
COCC(=O)N(Cc1cc2cc(OC)ccc2[nH]c1=O)c1ccccc1OC	96	11	1	8	100	99	101	99
Cc1[nH]c2ccccc2c1C(=O)COC(=O)c1cccc(S(=O)(=O)N2CCCCC2)c1	94	1	4	-17	94	98	99	102
COc1ccccc1Nc1nc2cc(C)ccc2cc1C#N	96	1	1	1	96	95	106	101
CCNc1nc(NCC)n2c(SCC(=O)Nc3ccccc3OC(F)F)nnc2n1	101	-1	22	4	101	103	102	101
COc1ccc(-c2[nH]ncc2Oc2ccccc2OC)c(O)c1	104	-2	1	-6	90	101	104	100
COC(=O)CCN(C(=O)c1ccc(N2CCCCC2)c([N+](=O)[O-])c1)c1ccccn1	118	-2	6	7	83	98	100	94
COc1ccc(Oc2cccc(Cl)c2CNC(=O)CCC(=O)O)cc1	.	19	0	7	.	.	100	101
COC(=O)c1sccc1NC(=S)N1CCCCC1	109	-8	0	5	95	95	102	93
Cc1c(-n2cc(C(=O)c3cc(F)ccc3O)cc(C#N)c2=O)c(=O)n(-c2ccccc2)n1C	105	-13	1	9	102	99	103	100
CC(C)c1ccc(N(CC(=O)NC2CCCCC2)C(=O)CCC(=O)Nc2ccccn2)cc1	105	2	1	8	109	106	109	103
Cc1cc(C)nc(SCC(=O)OCC(=O)Nc2ccccc2)n1	92	-7	0	4	91	99	104	102
CCCCN(C(=O)CSCC(=O)Nc1cccc(C)c1)c1c(N)n(CCCC)c(=O)[nH]c1=O	100	0	0	7	107	109	101	99
Cc1ccnc(NC(=O)CSc2nnc3c(n2)[nH]c2ccccc23)c1	106	-1	1	3	111	110	104	101
CCOC(=O)c1ccc(N=Cc2c(O)c3ccccc3oc2=O)cc1	112	-7	3	-5	96	90	118	101
COC(=O)c1ccc(N2NC(=O)/C(=C/c3ccc(OC)c(OC)c3)C2=O)cc1	85	2	0	5	95	121	110	103
Cc1cc(C)c2c(-n3cccc3)nn(C)c2n1	94	-6	0	-1	99	99	104	96
COc1ccc(CC2(CO)CCN(S(=O)(=O)c3sccc3C)CC2)cc1	113	2	1	28	104	107	105	106
C=CCN1CCc2c(cc(O)c(O)c2Cl)C(c2ccccc2)C1 (stereo not drawn)	125	-3	0	36	87	91	98	101
CCCCC(=O)Nc1cccc(-c2ccc3nncn3n2)c1	97	-14	0	15	99	101	100	100
O=C(NCc1csc(-c2cccs2)n1)Nc1ccc(F)cc1F	105	6	0	8	90	97	98	93
CCc1sc(C(=O)NC2CCN(C)CC2)cc1Br	106	-3	0	-5	97	100	99	100
CC(C)CC(=O)c1c[nH]c(C(=O)NCc2ccc(F)cc2)c1	72	2	0	13	93	87	79	95
CCN1CCN(CCCNC(=O)CNC(=O)c2nn(-c3ccc(OC)cc3OC)c(=O)c3ccccc23)CC1	101	-2	6	-2	108	103	105	101
O=C(c1cc(-c2cccc(Cl)c2)nc2ccccc12)N1CCN(c2ccccn2)CC1	98	-3	0	5	105	98	102	104
COc1c(/C=N/NC(=O)[C@H]2C[C@@H]2c2ccccc2)c(CCN(C)C(C)=O)cc2c1OCO2	106	1	0	4	95	102	103	98
CCn1ncc(CN2CCC(Oc3cc(C(=O)NC4CC4)ccc3OC)CC2)c1C	86	13	0	-3	96	95	104	110
CCCNC(=O)c1ccccc1NC(=O)c1ccccc1N(C)S(C)(=O)=O	106	7	5	10	108	108	103	104
CCOC(=O)c1ccc(N2C(=O)c3n[nH]c(C)c3C2c2ccccc2)cc1 (stereo not drawn)	98	-4	4	1	110	107	102	103
COc1ccc(Cl)cc1C(=O)Nc1nc2ccccc2[nH]1	141	-12	2	12	85	97	109	97
CC1CN(c2nc(N(C)c3ccccc3)nc(N)c2[N+](=O)[O-])CC(C)O1 (stereo not drawn)	107	1	0	-21	93	100	98	98
CC1(C)C(C=C(Cl)Cl)C1C(=O)Nc1ccc([N+](=O)[O-])cc1 (stereo not drawn)	124	-1	0	-90	97	92	95	94
c1ccc(-c2nnc(SCc3nc4ccccc4[nH]3)n2Cc2ccco2)cc1	101	-8	0	-10	96	90	108	95
CCN(CC)CCNc1oc(-c2ccccc2)nc1S(=O)(=O)c1ccccc1	105	4	2	18	93	97	101	97
COc1c2ccccc2nc2ccccc12	94	13	.	-5	102	90	100	99
CN(C)Cc1c(O)ccc2c1O/C(=C\C=C\c1ccccc1)C2=O	113	3	0	4	94	102	101	100
O=C(COC(=O)CCOc1ccccc1)Nc1cc(S(=O)(=O)N2CCCCC2)ccc1Cl	119	-6	2	3	92	104	101	97
Cc1cc(C(=O)COC(=O)c2ccc(N)cc2)c(C)n1-c1c(C)n(C)n(-c2ccccc2)c1=O	88	3	0	6	105	97	98	98
Cc1cc(C)c2cc(C#N)c(NCCNC(=S)NCCCN3CCOCC3)nc2c1	104	-3	2	17	94	99	105	91
O=C(Nc1nnc(S(=O)(=O)N2CCCC2)s1)c1ccccc1Br	110	3	0	21	100	101	102	101
O=C(Oc1ccc(=O)n(-c2ccccc2)n1)c1ccccc1	97	-1	1	1	99	102	97	103
COC(=O)CN(c1ccc(Cl)cc1C)S(C)(=O)=O	104	5	0	4	90	95	96	95
CCOc1ccc(C(=O)NCc2ccco2)cc1Cl	90	4	3	-1	97	94	103	101
CCn1c(=S)sc2c(=O)n(CC(=O)Nc3cccc(Br)c3)c(C)nc21	109	4	0	20	98	104	108	100
COC(=O)[C@@]12CCCN1[C@H](c1ccc(-c3ccc(Cl)c(Cl)c3)cc1)[C@H]1C(=O)N(C)C(=O)[C@H]12	112	2	0	15	90	95	96	109
COc1ccc(NC(=O)C2CCN(S(=O)(=O)c3ccc4[nH]c(=O)oc4c3)CC2)c(OC)c1	96	-1	5	12	100	100	100	100
CCCCOc1ccc(S(=O)(=O)N2CCN(c3ccc(N4CCN(CC)CC4)nn3)CC2)cc1	104	1	0	-2	99	102	100	96
COc1ccc(N(CC(=O)Nc2cccc(N(C)S(C)(=O)=O)c2)S(=O)(=O)c2ccccc2)cc1Cl	88	6	0	-5	90	88	86	87
CCn1nnc(NC(=O)c2ccc([N+](=O)[O-])o2)n1	102	5	0	8	96	102	98	106
COc1ccc(NC(=S)N2CCN(C/C=C/c3ccccc3)CC2)cc1OC	94	-8	0	10	91	97	96	95
Cc1ccc(OCCn2cncn2)c([N+](=O)[O-])c1	92	-2	0	9	101	100	98	102
CC1CN(C(=O)CN2C(=O)NC(C)(c3ccccc3)C2=O)CC(C)O1 (stereo not drawn)	96	5	1	1	96	96	98	90
Nc1cccc2c1nnn2C1OC(CO)C(O)C(O)C1O (stereo not drawn)	100	3	3	31	96	97	122	94
O=C(CN1CCN(c2ccccc2O)CC1)NC(=O)NC1CCCC1	99	-3	1	3	104	95	96	103
The listing continues:
SMILES	LAP4-GFP MLPCN	JMJD2C inh	GRK2 aptamer HTS	VLA-4 inh	CIT2-GFP yeast	AGP1-GFP MLPCN	MEP2 TOR yeast	RPL19A TOR yeast
COc1ccc2nc(NC(=O)CNS(=O)(=O)c3cccs3)sc2c1	103	-6	0	16	103	105	107	99
CCOC(=O)CN1C(=O)/C(=C2\SC(=S)N(NC(=O)c3cccnc3)C2=O)c2ccccc21	81	8	4	9	101	19	99	98
COc1ccc(-n2nc3c(c2NC(=O)CCl)CSC3)cc1	104	2	0	5	105	109	99	102
COc1ccc(/C=N/n2c(C)nnc2C)c(OC)c1OC	100	-5	0	1	101	100	100	100
CC1(C)CC(=O)C(C=NCC2CCNCC2)=C(O)C1	96	3	3	3	103	100	99	98
O=C(NNC(=O)c1cc2c(s1)CCCC2)c1ccccc1	89	-1	3	2	105	100	104	106
CCOC(=O)[C@H]1[C@H]2COc3ccc(Cl)cc3[C@@H]2N2C(=O)CN(CC3CCCO3)C(=O)[C@@]12C (stereo partly drawn)	109	-6	1	3	107	111	93	105

Some of these compounds in order of the GRK2 aptamer HTS value, ascending:
SMILES	LAP4-GFP MLPCN	JMJD2C inh	GRK2 aptamer HTS	VLA-4 inh	CIT2-GFP yeast	AGP1-GFP MLPCN	MEP2 TOR yeast	RPL19A TOR yeast
COC(=O)c1[nH]c2c(c1C)C(=O)CC(c1cccs1)C2 (stereo not drawn)	104	5	0	4	105	99	103	100
CCOC(=O)[C@H]1[C@H]2COc3ccc(Cl)cc3[C@@H]2N2C(=O)CN(CC3CCCO3)C(=O)[C@@]12C (stereo partly drawn)	109	-6	1	3	107	111	93	105
O=C(NNC(=O)c1cc2c(s1)CCCC2)c1ccccc1	89	-1	3	2	105	100	104	106
